MOR-DOR inv ag – inverse agonists of human mu-delta opioid receptor heterodimerization; hit rate 0.21% among 340,000; P35372+P41143; inhibition, % at 9.3 µM; cell-based MOR-DOR heterodimer luminescence, inverse agonism; in the data active means inhibition above about 22%, passing the limit was not always enough;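 further: 0% = cells with DMSO and 100% = wells without cells with DMSO; values of inactives mirror those of a sister screen read the other way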
PKA-R1A activ – PKA-R1A complex activation; P00514+P68181; PKA-R1A dissociation, Cy5-IP20 fluorescence polarization; scaled: DMSO 0%, 113 µM cGMP 100%; activation, % at 11.4 µM; hit rate 0.083% among 340,000;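 active means percent activation above the mean of all tested compounds plus 3 SD, cut at about 19% in these data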;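 further: higher means more PKAc released from R1A so a rise in polarization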
DAGLB inh – diacylglycerol lipase beta (human) inhibition. Q8NCG7. HEK293T DAGLB membrane lysate, EnzChek fluorogenic substrate. inhibition, % at 5.17 µM. hit rate 0.059% among 340,000. AID 504411; in the data active means inhibition above about 34%;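 further: 0% = enzyme with vehicle and 100% = wells lacking enzyme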
PKA-R2B act – activates the human PKA-R2B holoenzyme complex | hit rate 0.079% among 340,000 | activation, % at 11.4 µM | P22694+P31323 | PKA-R2B holoenzyme dissociation, Cy5-IP20 fluorescence polarization; R2B truncated from residue 108, S112A mutant; 0% DMSO only, 100% 113 µM cGMP;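 active means activation above a cutoff set at the mean over all compounds plus 3 SD, cut at about 18% in these data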;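 further: higher means more holoenzyme dissociation and a rise in polarization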
Target sequence (P31323 whole entry, looked up, other chains not shown, the tested form may be a part): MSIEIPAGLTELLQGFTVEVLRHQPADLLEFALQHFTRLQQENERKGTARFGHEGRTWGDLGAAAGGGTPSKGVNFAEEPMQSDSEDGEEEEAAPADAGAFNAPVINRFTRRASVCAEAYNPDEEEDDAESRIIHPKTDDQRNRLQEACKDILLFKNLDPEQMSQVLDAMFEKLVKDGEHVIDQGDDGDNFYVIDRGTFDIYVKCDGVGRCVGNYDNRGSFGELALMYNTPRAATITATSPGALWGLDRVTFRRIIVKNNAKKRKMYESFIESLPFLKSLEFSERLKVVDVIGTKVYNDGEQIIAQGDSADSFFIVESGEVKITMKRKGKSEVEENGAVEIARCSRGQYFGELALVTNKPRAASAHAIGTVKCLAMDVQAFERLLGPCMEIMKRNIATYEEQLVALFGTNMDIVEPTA
MOR-DOR ag – OPRM1-OPRD1 heterodimerization agonism; P35372+P41143; cells, luminescence; activation, % at 9.3 µM; hit rate 0.3% among 340,000; in the data active means activation above about 18%;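 further: 0% = vehicle-treated cells and 100% = reference agonist; values of inactives mirror those of a sister screen read the other way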
Pemphigus Ab inh – blocks pemphigus antibody binding to human desmoglein-3 | P32926 | DSG3-coupled beads, scFv-anti-DSG3-GFP binding, flow cytometry; active compounds read low | binding (percent of control), % at 10 µM | hit rate 0.48% among 310,000;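 active means binding more than 3 SD below its plate's average and above zero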;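 further: hits lower antibody fragment binding to DSG3; some compounds called inactive have numbers as strong as hits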
Arrestin-AP2 inh – inhibitors of human beta-arrestin and AP2 interaction; FITC-arrestin peptide / GST-AP2 beads, flow cytometry; AP2 beta2 appendage carries R879A mutation; inhibition, % at 10 µM; hit rate 0.31% among 340,000;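 active means inhibition above a set limit, near 3 SD of compounds lacking own fluorescence, cut at about 54% in these data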;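 further: plate controls were DMSO wells for no effect and 5 µM unlabelled arrestin peptide for full effect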
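System: GST-AP2 R879A glutathione beads | Also added: FITC-arrestin peptide, 50 nM | Times: 12 min plus 1 h, RT | Signal: Bead flow cytometry, FITC channel | Buffer or medium: PBS with 0.05% Tween 20 and 0.1% BSA | Read-out basis: Percent drop in bead-associated FITC signal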
V-ATPase pH – alters yeast V-ATPase proton transport; S. cerevisiae, pHLuorin cytosolic pH fluorescence; hit rate 0.37% among 350,000; response, % at 10 µM; in the data active means response mostly above about 7.3%, no sharp cut-off; inactive means mostly below about 5.4%; further: actives read high; inactives centre near 0; some compounds called inactive have numbers as strong as hits; reference of the scale not given here
HTR5A inv ctr – inverse agonist of human HTR5A in OPRM1-OPRD1 counter-screen; P47898; HTR5A cell line, luminescence, inverse agonism; inhibition, % at 9.3 µM; hit rate 0.083% among 340,000; AID 504634; in the data active means inhibition mostly above about 23%, no sharp cut-off; inactive means mostly below about 18%;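 further: 0% = cells with DMSO and 100% = no-cell wells with DMSO; some compounds called inactive have numbers as strong as hits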
Target sequence (P47898 whole entry, looked up): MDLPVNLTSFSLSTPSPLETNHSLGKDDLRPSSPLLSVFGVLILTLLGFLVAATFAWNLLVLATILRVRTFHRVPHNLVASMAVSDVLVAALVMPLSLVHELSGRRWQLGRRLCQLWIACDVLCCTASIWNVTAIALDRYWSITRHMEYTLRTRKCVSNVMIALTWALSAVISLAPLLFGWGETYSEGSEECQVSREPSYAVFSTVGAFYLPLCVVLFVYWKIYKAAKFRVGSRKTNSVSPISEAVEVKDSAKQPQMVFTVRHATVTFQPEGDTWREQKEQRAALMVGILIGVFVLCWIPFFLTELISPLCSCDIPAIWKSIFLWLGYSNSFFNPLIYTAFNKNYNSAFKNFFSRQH
HTR5A ag ctr – HTR5A agonism, opioid heterodimer counter-screen. AID 504692. activation, % at 9.3 µM. hit rate 0.61% among 340,000. HTR5A agonist assay, luminescence, cell-based; in the data active means activation mostly above about 9.5%, no sharp cut-off; inactive means mostly below about 7.6%;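 further: 0% = cells with vehicle only and 100% = reference agonist; strong numbers were not always called active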
Numbers without * were called inactive; . = no result given; & = joins results of further samples. An unsorted share of the library; 2.4% or so of the library scored in one or more.

Order of values: PKA-R1A activ	Pemphigus Ab inh	Arrestin-AP2 inh	HTR5A ag ctr	PKA-R2B act	V-ATPase pH	MOR-DOR inv ag	DAGLB inh	HTR5A inv ctr	MOR-DOR ag
> COc1ccc(-c2nc(SCC(=O)N(CC(C)C)c3c(N)n(Cc4ccccc4)c(=O)[nH]c3=O)n[nH]2)cc1
  5	103	13	8	-7	-4	13	6	16	-1.9
> CSCCC(NC(=O)COc1ccccc1)C(=O)NC1CCC(C)CC1 (stereo unspecified)
  -16	118	-24	-3	-9	-5	8	2	7	-1.5
> COC(=O)Nc1ccc(S(=O)(=O)N2CCC(C(=O)NCc3ccc4c(c3)OCO4)CC2)cc1
  13	96	0	-2	-7	2	4	0	6	-0.9
> Cc1ccc(S(=O)(=O)N2CCOCC2)cc1NC(=O)CSc1nc2ccccc2c(=O)n1Cc1ccccc1
  -15	84	27	2	-6	2	8	2	6	-1.5
> CCCCCC(=O)c1ccc(O)cc1O
  -22	98	48	1	-9	3	-28	-5	-2	5.3
> Cc1nn(CC(=O)NCc2ccccc2)c(=O)c2cccn12
  3	97	-9	-1	-8	3	18	0	-6	-3.7
> Cc1nc(N)nc(N)c1CCCc1ccc(Cl)c(Cl)c1
  -4	111	9	18*	-3	-3	-8	-11	-30	1.6
> COc1ccccc1NCCC(=O)OCC(=O)NC1CC1
  -2	81	3	-6	1	3	4	-1	16	-0.7
> CCN(CC)C(=O)c1sc2nc(Cc3ccccc3)[nH]c(=O)c2c1C
  -8	100	9	-1	-2	-2	19	-1	-6	-3.9
> Cn1c(CC(=O)Nc2ccccc2)nnc1SCCOc1ccccc1
  -2	113	-4	6	-3	-2	11	0	0	-2.6
> Cc1ccc(CNC(=O)Cn2cnc(S(=O)(=O)N3CCCCC3)c2)o1
  -7	.	-5	0	-10	-1	14	0	23	-2.7
> C/C(Cl)=C\Cn1c(N2CCCCCC2)nc2c1c(=O)n(C)c(=O)n2C
  2	99	7	1	-7	-4	2	4	-26	-0.4
> CCOc1ccc(-n2c(SCC)nc3c(c2=O)SCC3)cc1
  -8	.	21	-8	-7	-4	16	-2	21	-2.6
> O=C(N/C(=C/c1cccc([N+](=O)[O-])c1)C(=O)N1CCCCC1)c1cccs1
  -10	91	-2	-3	4	-1	9	1	8	-1.6
> Oc1ccc(-c2csc(Nc3cccc4ccccc34)n2)cc1O
  -5	95	-10	-1	11	-6	-6	8	4	1.3
> CCn1nc(C(=O)NCC2COc3ccccc3O2)c2ccccc2c1=O (stereo unspecified)
  -19	92	2	3	2	-1	-2	-6	-6	0.4
> CCN1C(=NCCc2ccccn2)N[C@@H](c2cccc(C(F)(F)F)c2)C(C(=O)OC)=C1C
  1	107	-2	4	-1	-6	17	1	-12	-3.0
> O=C(COC(=O)c1cccs1)Nc1ccccc1[N+](=O)[O-]
  0	98	-4	5	0	1	2	-4	2	-0.4
> CN(C)C1=NCCN1CCC1CCCC1
  -11	98	2	12	-12	-6	17	-3	-3	-3.7
> O=C(Nc1ncccc1O)c1ccc2ccccc2c1
  -13	103	-1	-4	-5	-1	17	-1	-2	-2.5
> COc1cc(NC(=O)COC(=O)c2n[nH]c3ccccc23)c(C)cc1[N+](=O)[O-]
  4	.	-6	8	-10	2	0	-2	-23	0.0
> Oc1c(C(c2ccccc2)N2CCN(Cc3ccccc3)CC2)sc2ncnn12 (stereo unspecified)
  -14	91	15	1	-1	1	7	-1	23	-1.3
> CN(C/C=C/C#CC(C)(C)C)Cc1cccc2ccccc12
  -19	107	6	2	3	2	5	-11	5	-0.9
> N#CC1(NC(=O)CSc2nnc3n2CCCCC3)CCCCC1
  1	102	-1	3	-8	-1	13	1	-9	-3.2
> c1ccc(-c2cc(-c3nn4c(-c5ccco5)nnc4s3)c3ccccc3n2)cc1
  -8	88	11	0	-2	6	1	3	1	-0.2
> CCc1cccc(N(C(=O)c2csnn2)C(C(=O)NC(C)(C)CC)c2ccccn2)c1 (stereo unspecified)
  -7	102	27	1	-6	0	21	1	21	-4.3
> O=C(c1ccc(Cl)c(Cl)c1)N1CCC(=O)N(C(COCc2cccc(Cl)c2)Cc2ccccc2)CC1 (stereo unspecified)
  8	108	4	5	-3	2	-34	-11	16	5.8
> Cc1cc(C)cc(OCC(=O)Nc2ccccc2C(=O)N2CCOCC2)c1
  -6	111	-27	2	-11	2	0	-1	-8	0.1
> O=C(NCc1ccccc1)C1=C[C@H](c2ccc(C(F)(F)F)cc2)C[C@H](OCc2ccc(CO)cc2)O1
  10	105	0	2	0	-3	0	0	22	0.0
> Cn1c(Cc2ccccc2)[n+](C)c2ccccc21
  -13	.	12	1	-6	6	11	0	-1	-2.3
> Cc1ccc(S(=O)(=O)N2C[C@H]3n4c(=O)ccc(=O)n4C[C@H](OC(=O)NCc4ccco4)[C@@]3(O)C2)cc1
  4	98	.	.	-2	0	.	0	.	.
> Cc1ccc(-n2nnc3c(=O)oc4ccccc4c32)cc1
  -14	97	4	-4	-8	-1	10	1	10	-2.0
> O=[N+]([O-])c1cc2c(cc1/C=N/n1c(-c3ccccn3)n[nH]c1=S)OCO2
  -3	100	-1	-9	0	4	-10	0	23	1.6
> Cc1cc(NCCCN(C)C)n2c(nc3ccccc32)c1C#N
  -3	109	8	0	-7	0	7	-1	0	-1.4
> O=C(CSC1CC(=O)N(CCc2ccccc2)C1=O)Nc1ccc(Cl)cc1 (stereo unspecified)
  -7	101	38	1	-7	-2	-1	-5	5	0.3
> COc1cccc(C(=O)OCC(=O)c2c(N)n(C)c(=O)n(C)c2=O)c1
  -6	117	2	-2	7	3	14	1	6	-2.6
> CCN1CCN(C(=O)C2CCN(C(=O)c3cc4sccc4n3CC)CC2)CC1
  -3	98	2	1	3	0	9	0	-10	-1.6
> CCOc1ccc(NC(=O)C23CC4CC(C2)CC(c2ccccc2)(C4)C3)cc1
  -5	103	-1	-5	-12	0	-1	-9	-1	0.2
> CCOCCn1c(=NC(=O)c2cc3ccccc3oc2=O)sc2cc(S(N)(=O)=O)ccc21
  -12	94	0	-2	-16	2	19	-2	4	-3.2
> Cc1cc(CNC(=O)Cc2ccc(F)cc2)c2ccccc2n1
  2	97	27	-2	3	3	10	1	4	-2.1
> COCCNc1cc(N)c([N+](=O)[O-])cc1[N+](=O)[O-]
  -11	101	-15	-6	-4	-2	9	3	5	-1.3
> OC(c1ccc(Cl)cc1)C(CN1CCOCC1)c1ccccc1 (stereo unspecified)
  2	99	-2	-1	-6	1	7	-1	2	-1.6
> CC1CCN(CC(=O)c2cccs2)CC1
  -4	.	9	-2	-9	1	12	1	5	-2.5
> C=C(C)COc1ccc(-c2ncnc(C(F)(F)F)c2-c2ccc(OC)cc2)c(O)c1
  -1	93	3	0	2	3	-34	-21	0	6.8
> Cc1nc(NC(=O)/C=C/c2ccc(C(C)(C)C)cc2)sc1C(=O)N(C)C
  0	97	-6	0	-13	-3	13	3	-4	-2.5
> COC(=O)c1ccc(Nc2nc(N3CCOCC3)nc(N3CCOCC3)n2)cc1
  -6	.	-2	-2	-5	-1	8	2	17	-1.6
> CCSc1nc2ccccc2n1Cc1nc(N)nc(N(C)C)n1
  -7	100	5	2	-11	-2	4	3	7	-0.7
> NS(=O)(=O)c1ccc(CCNC(=O)C2(S(=O)(=O)c3ccc(Cl)cc3)CC2)cc1
  -8	102	-6	3	-3	4	8	-2	-12	-1.9
> CC1CCN(CC(=O)N2CCc3ccccc32)CC1
  -8	.	-4	-5	-1	3	9	1	17	-1.8
> CC(C)c1cc2c(c(O)c1O)[C@@]13CCCC(C)(C)C1CC2OC3=O (stereo partly specified)
  -4	89	11	2	3	-1	-15	23	-17	2.8
> Cn1ncc([N+](=O)[O-])c1C(=O)Nc1ccc(-c2nc3ccccc3o2)cc1
  -6	108	-1	-1	-19	1	-35	-2	24	6.9
> COc1ccc(NC2CCCN(C(=O)CCCn3cncn3)C2)cc1 (stereo unspecified)
  2	.	-16	1	-1	-3	7	0	-2	-1.3
> CC(=O)/C=C(/C)NC(Cc1c[nH]c2ccccc12)C(=O)O (stereo unspecified)
  -7&-7	106&100	9&-7	0&1	-7&-8	5&-3	8&9	-1&1	0&-11	-1.5&-1.9
> Cc1cc(=O)[nH]c(SCC(=O)Nc2ccc(Br)cc2)c1C#N
  -9	105	19	0	2	-2	7	4	-5	-1.2
> CCc1cccc(NC(=S)N(CCCOC(C)C)C2CCN(C(C)=O)CC2)c1
  -6	111	-6	2	-11	2	9	-1	-8	-2.1
> O=C(Nc1cccc2c1CCCC2)C1CCN(c2nnnn2-c2ccccc2)CC1
  -5	95	16	-4	11	3	1	3	-29	-0.2
> N[C@H]1C(O)O[C@H](CO)[C@@H](O)[C@@H]1O (stereo partly specified)
  -1	111	-2	0	1	0	5	1	-2	-0.9
> Cc1ccc(N(CC(=O)N2CCN(c3ccc(F)cc3)CC2)S(=O)(=O)c2c(C)noc2C)cc1
  -12	105	-13	-2	-3	-2	1	-1	4	-0.2
> COc1ccc(NC(=O)Cc2nnc(SCC(=O)NC3CCCCC3)n2C)cc1
  -4	86	3	1	4	2	-5	1	-3	0.6
> CCCn1nnnc1SCC(=O)N1CCCc2ccccc21
  2	100	25	0	-2	-2	13	-2	-14	-2.4

New compounds follow.
Order of values: PKA-R1A activ	Pemphigus Ab inh	Arrestin-AP2 inh	HTR5A ag ctr	PKA-R2B act	V-ATPase pH	MOR-DOR inv ag	DAGLB inh	HTR5A inv ctr	MOR-DOR ag
> O=C(c1cccc(S(=O)(=O)N2CCOCC2)c1)N1CCN(c2ccc(F)cc2)CC1
  8	105	-12	5	2	18*	-1	0	-19	0.1
> O=C(NC(=S)Nc1ccc(O)cc1)C1CCCC1
  2	96	8	2	-3	-3	-6	-1	-5	1.4
> Cc1ccc(C)c(S(=O)(=O)N2CCN(C(=O)c3ccc(C)s3)CC2)c1
  -18	94	-11	-2	2	4	13	1	6	-2.6
> Cc1ccc(NC(=O)COC(=O)[C@H](C)NC(=O)c2ccccc2)cc1S(=O)(=O)N1CCOCC1
  4	104	-10	-1	-5	-2	8	0	4	-1.5
> COc1cc(/C=C2/SC(N)=NC2=O)ccc1Oc1ccc([N+](=O)[O-])cc1[N+](=O)[O-]
  -14	100	-2	-2	-12	1	-3	1	-10	0.6
> Cc1ccc(C)c(NC(=O)COC(=O)CCc2ccc(S(=O)(=O)N3CCOCC3)cc2)c1
  -10	101	2	-1	-7	3	10	2	2	-2.1
> C#CCn1ccc(O)c(Cc2c(F)cccc2Cl)c1=O
  14	96	-13	2	-9	-3	10	1	28	-2.0
> O=S(=O)(Cc1ccccc1)NC1c2ccccc2Oc2ccccc21
  -6	88	31	5	3	-1	-9	-7	-18	1.8

Profiles from above:
`CCc1cccc(NC(=S)N(CCCOC(C)C)C2CCN(C(C)=O)CC2)c1` is listed as PKA-R1A activ: -6; Pemphigus Ab inh: 111; Arrestin-AP2 inh: -6; HTR5A ag ctr: 2; PKA-R2B act: -11; V-ATPase pH: 2; MOR-DOR inv ag: 9; DAGLB inh: -1; HTR5A inv ctr: -8; MOR-DOR ag: -2.1
`COc1ccccc1NCCC(=O)OCC(=O)NC1CC1` is listed as PKA-R1A activ: -2; Pemphigus Ab inh: 81; Arrestin-AP2 inh: 3; HTR5A ag ctr: -6; PKA-R2B act: 1; V-ATPase pH: 3; MOR-DOR inv ag: 4; DAGLB inh: -1; HTR5A inv ctr: 16; MOR-DOR ag: -0.7
